NALP3 yeast inh = NALP3 inflammasome inhibitors in reconstituted yeast, primary screen, luminescence, uHTS | Yeast reconstituted NLRP3/ASC/caspase-1, beta-gal luminescence, 24 h | inhibition, % at 10 µM | 330,000 tested, 0.39% active;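 active = inhibition of 50% or more; inactive = inhibition below 50%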;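 also: plate controls were induced DMSO wells for no effect and uninduced yeast grown without galactose for full effect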
Apaf1 inhib = inhibitors of human Apaf-1 apoptosome, primary screen, biochemical, DEVD-Rh110 fluorescence, uHTS; reconstituted apoptosome caspase-3 activity; inhibition, % at 20 µM; Apoptotic protease-activating factor 1 (Homo sapiens), O14727; AID 489030, 2010; 330,000 tested, 0.71% active; active = inhibition of at least 40% at 20 µM;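 also: plate controls were DMSO wells for no effect and DEVD-CHO caspase inhibitor wells for full effect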
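System: reconstituted apoptosome with Apaf-1, cytochrome c, caspase-9, procaspase-3, dATP; Signal: Rh110 fluorescence intensity; Schedule: 30 min compound preincubation, 50 min activation, room temperature; Reagent: cytochrome c trigger plus (Z-DEVD)2-Rh110 caspase-3 substrate.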
SENP7 inh = SENP7 protease inhibitors, primary screen, biochemical, luminescence, uHTS | Sentrin-specific protease 7 (Homo sapiens), Q9BQF6 | recombinant SENP7, Z-RLRGG-aminoluciferin luminescence, 40 min | inhibition, % at 5 µM | 330,000 tested, 1.5% active | AID 434973, 2010;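 active = inhibition above about 50% at the single test dose, limit read from the data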;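 also: plate controls were DMSO with enzyme for no effect and no enzyme buffer wells for full effect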
Target sequence (Q9BQF6 706-1050 limits assumed): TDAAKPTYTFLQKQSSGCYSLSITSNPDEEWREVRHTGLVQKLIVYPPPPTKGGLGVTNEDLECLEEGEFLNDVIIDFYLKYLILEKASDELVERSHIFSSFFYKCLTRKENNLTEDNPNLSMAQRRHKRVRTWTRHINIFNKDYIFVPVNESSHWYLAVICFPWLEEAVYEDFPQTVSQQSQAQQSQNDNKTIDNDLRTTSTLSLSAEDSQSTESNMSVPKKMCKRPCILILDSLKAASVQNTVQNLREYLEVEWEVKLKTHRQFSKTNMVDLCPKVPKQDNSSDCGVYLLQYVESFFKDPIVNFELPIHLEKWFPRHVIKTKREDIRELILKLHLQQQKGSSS
SENP6 inh = SENP6 protease inhibitors, primary screen, biochemical, luminescence, uHTS; Sentrin-specific protease 6 (Homo sapiens), Q9GZR1; Recombinant SENP6 catalytic domain, aminoluciferin luminescence; inhibition, % at 10 µM; 330,000 tested, 1.8% active;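 active = inhibition above about 50% at the single tested dose, limit read from the data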;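 also: plate controls were DMSO wells with enzyme for no effect and DMSO wells lacking enzyme for full effect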
SENP8 block-1 = human SENP8 protease inhibitors, primary screen, biochemical, fluorescence, Nedd8 protein substrate, uHTS. Sentrin-specific protease 8 (Homo sapiens), Q96LD8. recombinant SENP8. inhibition, % at 20 µM. 360,000 tested, 0.64% active. AID 602440, 2012; in the data active = inhibition mostly above about 40%, no sharp cut-off; inactive = mostly below about 27%
Target sequence (Q96LD8 whole entry, looked up): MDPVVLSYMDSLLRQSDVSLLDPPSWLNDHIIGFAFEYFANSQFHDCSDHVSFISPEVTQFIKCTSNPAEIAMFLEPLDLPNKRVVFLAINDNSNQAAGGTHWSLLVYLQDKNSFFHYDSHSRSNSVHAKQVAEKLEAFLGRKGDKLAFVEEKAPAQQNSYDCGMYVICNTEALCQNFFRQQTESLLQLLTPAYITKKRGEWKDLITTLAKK
SENP8 block-2 = SENP8 protease inhibitors, primary screen, biochemical, luminescence | Sentrin-specific protease 8 (Homo sapiens), Q96LD8 | purified SENP8, Z-RLRGG-aminoluciferin cleavage | inhibition, % at 10 µM | AID 2540, 2010 | 330,000 tested, 1.2% active; in the data active = inhibition above about 50%
SENP1 inh = human SENP1 catalytic domain inhibitors, primary screen, biochemical, FRET, uHTS | Sentrin-specific protease 1 (Homo sapiens), Q9P0U3 | recombinant SENP1 catalytic domain, CyPet-SUMO1-YPet FRET cleavage | inhibition, % at 10 µM | 360,000 tested, 0.21% active | AID 624204, 2012;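 active = inhibition at least 30% at 10 µM, raw YFP signal under a set limit, fluorescence ratio 0.5 to 1.5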;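 also: 0% = enzyme with DMSO and 100% = no enzyme wells; some results filed as inactive read as strong as hits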
Target sequence (Q9P0U3 419-644 limits assumed): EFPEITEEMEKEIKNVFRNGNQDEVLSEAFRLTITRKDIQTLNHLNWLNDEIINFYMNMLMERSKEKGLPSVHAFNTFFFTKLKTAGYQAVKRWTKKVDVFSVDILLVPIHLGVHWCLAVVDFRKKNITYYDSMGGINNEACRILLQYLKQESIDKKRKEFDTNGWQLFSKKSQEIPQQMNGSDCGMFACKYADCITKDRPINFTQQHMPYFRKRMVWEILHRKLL
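Controls: no-enzyme wells low, DMSO-plus-enzyme wells high control. Test system: human recombinant His6-tagged SENP1 catalytic domain enzyme. Reagent: SFCypet-SUMO1-SFYpet FRET protein substrate, 25 nM final. Doses: one dose per compound, 10 µM, 0.5% DMSO. Detection: FRET, CFP and YFP emission. Timing: 50 min reaction at room temperature.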
HKDC1 inh = HKDC1 hexokinase inhibitors, primary screen, biochemical, fluorescence, uHTS. inhibition, % at 20 µM. AID 493160, 2011. 340,000 tested, 0.16% active. recombinant HKDC1, G6PDH/diaphorase resazurin coupled fluorescence;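 active = inhibition above about 35% when tested at 20 µM, limit read from the data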;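 also: plate controls were DMSO wells with enzyme for no effect and DMSO wells lacking enzyme for full effect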
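test system = in-house recombinant HK5 (HKDC1) enzyme | amount = HKDC1 at 5 µg/mL | control set = DMSO-enzyme wells negative, buffer-substituted wells positive | compound = one dose of 20 µM, 1% DMSO | schedule = reaction time 90 min, room temperature, protected from light | technique = resorufin fluorescence at 613 nm | reagent = glucose with 1 mM ATP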
PfG6PD inh = PfG6PD enzyme inhibitors, primary screen, biochemical, fluorescence intensity, uHTS | inhibition, % at 20 µM | 350,000 tested, 0.78% active | PfGluPho enzyme, NADPH resazurin-diaphorase fluorescence;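 active = inhibition reaching at least a set limit at 20 µM in the primary screen, cut at about 59% in these data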;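 also: 0% = DMSO wells with substrate and 100% = DMSO wells lacking glucose-6-phosphate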
Starred values were filed as active, the others as inactive; / = no result given.

SMILES | NALP3 yeast inh | Apaf1 inhib | SENP7 inh | SENP6 inh | SENP8 block-1 | SENP8 block-2 | SENP1 inh | HKDC1 inh | PfG6PD inh
CN(C(=O)COC(=O)c1cc(-c2ccccc2Cl)nc2ccccc12)C1CCS(=O)(=O)C1 (stereo unspecified) | 14 | 17 | -3 | -1 | -18 | -11 | 2 | -2 | -2
N#Cc1c(N)n(CCc2ccc(F)cc2)c2nc3ccccc3nc12 | 23 | 82* | 15 | 62* | -413 | 24 | -30 | 13 | 4
COc1ccc(CCN2C(=O)CC(NCc3ccc4c(c3)OCO4)C2=O)cc1OC (stereo unspecified) | 0 | 11 | -9 | 2 | 10 | -11 | 2 | 0 | -6
CC(C)c1nnc(NC(=O)C2CCCCC2)s1 | 40 | -4 | -10 | -4 | 3 | 0 | -2 | -2 | -15
COc1ccc(NC(=O)[C@@H]2CCCN2S(=O)(=O)c2cccc3cccnc23)cc1 | 8 | 0 | 1 | -4 | 5 | 6 | 3 | -1 | 12
CN1CCN(C(=O)c2ccc(C(F)(F)F)cc2)CC1 | 22 | -5 | 8 | -9 | 2 | -5 | 1 | -7 | 1
O=C(Nc1sc2c(c1C(=O)O)CCC2)c1ccccc1 | -4 | 10 | 92* | 88* | -59 | 94* | 0 | 7 | 62*
COc1cccc(C(=O)COc2ccc3c(C)c(Cc4ccccc4)c(=O)oc3c2C)c1 | 3 | -9 | 2 | -14 | / | -2 | / | / | /
CCOC(=O)N1CCC(N(CCN(C)C)C(=S)Nc2cccc(Cl)c2C)CC1 | 9 | 17 | -4 | -29 | 2 | -10 | -2 | -2 | 7
CCOc1ccccc1-n1c(SCC(=O)NC)nnc1-c1ccco1 | -2 | 0 | -8 | -9 | 6 | -6 | 0 | -1 | 2
CCn1cc(Cl)c(C(=O)Nc2nc3ccccc3n2CCN2CCCCC2)n1 | 5 | 9 | 2 | -4 | -13 | -2 | -3 | -8 | -4
Cc1cc(C(=O)N2CCCC2C(=O)O)c(C)o1 (stereo unspecified) | 25 | 5 | -3 | -1 | 8 | -8 | -2 | -3 | -6
COc1cc(CN(C(=O)c2cc3ccccc3oc2=O)C2CCS(=O)(=O)C2)cc(OC)c1OC (stereo unspecified) | 14 | -6 | 4 | 18 | 14 | -2 | 1 | -6 | 12
COc1cc(C(=O)N(Cc2ccc(F)cc2)C2CCS(=O)(=O)C2)cc(OC)c1OC (stereo unspecified) | 1 | -2 | 10 | -13 | 20 | -6 | 4 | -6 | -12
CN1CCC(N(C)C(=O)Cc2ccccc2[N+](=O)[O-])CC1 | 11 | 2 | 1 | -17 | 1 | -16 | 2 | -2 | 2
CCN(CC)S(=O)(=O)c1ccc(N2CCCC2)c(C(=O)Nc2ccc(OC)c(Cl)c2)c1 | -11 | 14 | -4 | -6 | -7 | -11 | -1 | -2 | -16
Cc1ccccc1NC(=O)CSc1nnc(CNC(=O)c2ccc3c(c2)OCO3)n1C | 11 | 5 | -10 | -35 | 4 | -4 | 2 | -3 | 16
COC(=O)Cc1ccc(OCc2ccc(Cl)nc2)cc1 | 23 | 13 | 16 | -36 | 12 | 2 | 0 | -2 | 0
CCC(Oc1ccc(C)c(C)c1)C(=O)O (stereo unspecified) | 0 | -7 | 4 | -13 | 9 | -4 | 3 | -7 | 14
COCCNC(=O)c1cc2cc(Br)cc(OC)c2oc1=O | 14 | 5 | 10 | -16 | 18 | -6 | 1 | -6 | -2
CCNC(=O)N1CCC(n2nccc2NC(=O)CCCc2ccccc2)CC1 | 10 | -4 | 1 | -11 | 3 | -5 | 2 | 7 | 2
Cc1ccccc1C1=NC(c2ccc(F)cc2F)ON1 (stereo unspecified) | 1 | 0 | 34 | 66* | 20 | 35 | 1 | -5 | 0
Cc1cccc(-n2cnc(C(=O)N/N=C/c3ccccc3)c2)n1 | 18 | 15 | -12 | 0 | 17 | -8 | 0 | -2 | 4
CCC(C)NC(=O)c1cc2c(=O)n3cccc(C)c3nc2s1 (stereo unspecified) | 34 | 0 | -4 | -18 | -275 | -7 | -24 | 1 | 13
O=C(O)c1ccc(N=Cc2c(O)ccc3ccccc23)cc1 | 15 | 17 | 4 | 8 | -21 | -3 | -57 | 33 | 36
CCN(c1ccccc1)S(=O)(=O)c1cccc(C(=O)OCC(=O)Nc2ccc(NC(C)=O)cc2)c1 | 0 | -1 | 3 | -17 | 2 | -2 | 3 | 0 | -19
Cc1cccc(OCCCCn2c(CO)nc3ccccc32)c1 | 28 | 17 | 3 | -19 | 4 | 8 | -1 | -3 | 12
O=C(O)CC1(c2ccccc2)C(=O)c2ccccc2C1=O | 6 | 11 | 8 | 7 | 5 | -2 | 2 | 1 | 17
COc1ccc(C)cc1NC(=O)C1CC1c1ccccc1 (stereo unspecified) | 20 | -10 | 2 | 4 | 13 | 6 | 2 | -1 | -4
COc1ccc(CNC(=O)C2(CC3CC(c4ccccc4)=NO3)CCN(C(=O)C3CCCC3)CC2)cc1 (stereo unspecified) | 12 | -2 | 4 | 12 | 4 | 9 | 1 | -2 | 6
Cc1ccc(S(=O)(=O)N2CCC(=O)N(C(CO)Cc3ccccc3)CC2)cc1 (stereo unspecified) | 10 | 3 | 8 | -14 | 18 | -14 | 1 | -3 | -4
CCc1nc(NCCN2CCOCC2)c2oc3ccccc3c2n1 | -2 | -6 | 8 | 6 | 20 | 4 | -3 | -6 | 12
COc1ccc(Br)cc1/C(C)=N/NC1=NCCN1 | 15 | -6 | -5 | 0 | 31 | 1 | 1 | -7 | -2
O=C(NCc1ccc(CNC(=O)c2ccco2)cc1)c1ccco1 | 13 | 9 | -7 | -5 | -4 | 9 | 1 | -3 | 20
C=CCN=C1S/C(=C\N(C)C)C(=O)N1S(=O)(=O)c1ccc(C)cc1 | 23 | 8 | -13 | -4 | 24 | -12 | 2 | -2 | 7
O=c1c(Cl)c(NC2CC2)cnn1-c1ccccc1 | 5 | -9 | -6 | -6 | 7 | -9 | -1 | -11 | -1
Cc1cc(C(=O)CSc2nc3ccccc3o2)c(C)n1C1CC1 | 7 | 21 | 0 | 25 | 10 | 0 | -2 | 4 | 21
CC(=O)c1cccc(OCC(=O)N2CCN(c3ccc(C(F)(F)F)cn3)CC2)c1 | 26 | 2 | 9 | -5 | -4 | -2 | -1 | -7 | 7
CCC(=O)Nc1nc(NCc2ccccc2OC)n(-c2ccccc2)n1 | 12 | -2 | -2 | -14 | 8 | -7 | 1 | -5 | -1
O=C(CCC(=O)NC12CC3CC(CC(C3)C1)C2)NC1CCCCC1 | 8 | -10 | 9 | 14 | 8 | -4 | -1 | -3 | -3
O=C(CSc1ccc2nnc(-c3cccc(F)c3)n2n1)N1CCCc2ccccc21 | -10 | 9 | -14 | -16 | -98 | -1 | -1 | 12 | 5
COc1cccc(C2C3=C(CC(C)(C)CC3=O)OC(N)=C2[N+](=O)[O-])c1 (stereo unspecified) | 9 | 0 | 0 | -16 | 18 | 0 | 0 | -5 | -5
CCOC(=O)c1c(C)oc2c1c1c(c3ccccc32)OCN(CCCC(=O)O)C1 | 22 | 6 | -5 | -5 | -32 | 0 | -14 | 21 | 28
c1ccc(Cc2nnc(N3CCOCC3)c3ccccc23)cc1 | 10 | 1 | 4 | 0 | 24 | -2 | -1 | 2 | -11
O=C(N/N=C/c1cn(Cc2ccccc2)c2ccccc12)c1cc(O)cc(O)c1 | 11 | 6 | 3 | -8 | -190 | -3 | 2 | -2 | 24
Cc1ccc(-n2c(O)c(C=Nc3ccc4c(c3)OCO4)c3ccccc3c2=O)cc1C | -3 | -4 | 1 | -2 | -24 | -14 | -20 | -12 | -4
Cc1ccccc1NC(=S)NCc1ccc(F)cc1 | 16 | -3 | 3 | -18 | 3 | 8 | 3 | 0 | -2
CC(C)(CC(=O)O)CC(=O)Nc1cc(C(F)(F)F)cc(C(F)(F)F)c1 | 5 | -8 | 1 | -11 | 13 | -3 | 2 | 0 | -17
Nn1c(SCCOc2ccccc2)nnc1-c1cccnc1 | 15 | -5 | 3 | -7 | 11 | -3 | 3 | -7 | 10
COc1ccc(-n2nc3c(c2NC(=O)C(C)Cl)CSC3)cc1 (stereo unspecified) | 9 | 7 | 2 | -2 | 1 | -1 | -1 | -3 | 18

Five successive records already listed, quoted:
SMILES | NALP3 yeast inh | Apaf1 inhib | SENP7 inh | SENP6 inh | SENP8 block-1 | SENP8 block-2 | SENP1 inh | HKDC1 inh | PfG6PD inh
O=C(CSc1ccc2nnc(-c3cccc(F)c3)n2n1)N1CCCc2ccccc21 | -10 | 9 | -14 | -16 | -98 | -1 | -1 | 12 | 5
COc1cccc(C2C3=C(CC(C)(C)CC3=O)OC(N)=C2[N+](=O)[O-])c1 (stereo unspecified) | 9 | 0 | 0 | -16 | 18 | 0 | 0 | -5 | -5
CCOC(=O)c1c(C)oc2c1c1c(c3ccccc32)OCN(CCCC(=O)O)C1 | 22 | 6 | -5 | -5 | -32 | 0 | -14 | 21 | 28
c1ccc(Cc2nnc(N3CCOCC3)c3ccccc23)cc1 | 10 | 1 | 4 | 0 | 24 | -2 | -1 | 2 | -11
O=C(N/N=C/c1cn(Cc2ccccc2)c2ccccc12)c1cc(O)cc(O)c1 | 11 | 6 | 3 | -8 | -190 | -3 | 2 | -2 | 24

Additional compounds follow:
SMILES | NALP3 yeast inh | Apaf1 inhib | SENP7 inh | SENP6 inh | SENP8 block-1 | SENP8 block-2 | SENP1 inh | HKDC1 inh | PfG6PD inh
CC(C)N1CC23C=CC(O2)C(C(=O)OCc2ccccc2)C3C1=O (stereo unspecified) | 17 | -9 | -5 | -24 | 27 | 5 | 3 | -3 | -20
COc1ccc(C(=O)N(CN2CCCC2=O)c2cc(C)on2)cc1OC | 10 | 2 | 8 | -5 | 3 | -2 | -1 | -7 | -3
COC(=O)C(Cc1ccccc1)NC(=O)COc1ccc(C(C)(C)C)cc1 (stereo unspecified) | 13 | 14 | -2 | -11 | 22 | 16 | 2 | 4 | 12
O=C(CNC(=O)c1ccccc1)OCC(=O)c1ccccc1Cl | 6 | 3 | -16 | -4 | -2 | -1 | 1 | -3 | -4
CC1Cc2ccccc2N1C(=O)COC(=O)c1c2c(nc3ccccc13)CCCCC2 (stereo unspecified) | 19 | 17 | -7 | 3 | 24 | -7 | 0 | 19 | 2
COc1cc(NC(=O)c2ccc(S(=O)(=O)N(C)C)cc2)cc(OC)c1OC | 3 | -21 | 3 | 2 | 4 | -4 | 1 | 2 | 12
COc1ccc(OC)c(C(=O)COC(=O)C2CC3CCCC(C2)C3=O)c1 (stereo unspecified) | 13 | 3 | -7 | -2 | -232 | 2 | 1 | -2 | 6
